Bioassay records (PubChem)
NCI-60 one-dose screen, 48 h, at 10 µM unless noted. Numbers give growth in % (100 = growth as untreated, 0 = no growth, -100 = all killed).
LOX IMVI: LOX IMVI melanoma. actives 7.4% (n = 79,000). AID 1794757
BT-549: BT-549 breast cancer | actives 4.4% (n = 78,000)
SK-MEL-28: SK-MEL-28 melanoma; actives 4.1% (n = 81,000); AID 1794761
HS 578T: HS 578T breast cancer; AID 1794788; actives 4.1% (n = 78,000)
T-47D: T-47D breast cancer | actives 5% (n = 79,000)
SK-MEL-5: SK-MEL-5 melanoma; AID 1794755; actives 6.4% (n = 80,000)
MDA-MB-435: MDA-MB-435 melanoma; actives 7.8% (n = 82,000); AID 1794794
SK-MEL-2: SK-MEL-2 melanoma; actives 4.7% (n = 77,000); AID 1794763
* hit, by the source's call; x = no result given; [ ] = remark or other dose. Rule for the calls: active = growth percent below 10; inactive = the rest.

compound	SK-MEL-2	LOX IMVI	SK-MEL-5	T-47D	SK-MEL-28	MDA-MB-435	HS 578T	BT-549
C[C@@H]1CC[C@]23COC(=O)[C@@]1(CCc1ccoc1)[C@H]2CC[C@@H]1O[C@@]13C	98	97	100	x	106	101	100	114
CN(C)c1ccc2oc(=O)c3ccccc3c2c1	106	89	95	96	113	109	x	40
Cc1ccc(S(=O)(=O)NCCNc2nc(Nc3ccc(N4CCN(C)CC4)cc3)nc3ccsc23)cc1	115	98	96	102	103	109	89	114
CN=C(NC)N/N=C(C)\C=N\NC(=NC)NC	117	109	x	109	110	104	102	110
C#COc1cccc(Nc2ncnc3cc(NC(=O)[C@H](C)Cl)ccc23)c1	9.6*[6.25 µM]	5.5*[6.25 µM]	9.1*[6.25 µM]	6.8*[6.25 µM]	29[6.25 µM]	-25*[6.25 µM]	25[6.25 µM]	9.9*[6.25 µM]
CC(C)(C)n1cc(-c2ccnc(NCCNS(=O)(=O)c3ccc(F)cc3)c2)c(-c2cccc(O)c2)n1	66	31	19	24	52	65	60	x
O=C(NC1CC1)c1cnn2c1NC(c1ccc(F)cc1)C2 (centres undefined)	111	96	98	x	107	98	97	111
CCC1(c2ccc(F)cc2)NC(=O)NC1=O (centres undefined)	92	99	102	98	112	108	99	x
Cc1ccc(C(=O)C(c2c[nH]c3ccccc23)c2c[nH]c3ccccc23)cc1	72	-79*	83	46	20	19	83	69
NS(=O)(=O)c1ccc(C(=O)N=Nc2c(O)n(Cc3ccc(F)cc3)c3ccccc23)cc1	113	103	90	78	112	100	95	108
Cc1ccc(/C=N/NC(=O)N2CCN(c3cc4c(cc3F)c(=O)c(C(=O)O)cn4C3CC3)CC2)cc1	101	85	96	89	112	97	106	88
Cc1ccc(NS(=O)(=O)Cc2ccccc2)cc1	96	96	99	92	104	102	93	103
C[n+]1ccc(C[n+]2ccccc2)c2ccccc21	107	64	103	97	107	110	x	96
CCCCCCCCCCCCCCCCC/C(=N\Nc1ccc([N+](=O)[O-])cc1[N+](=O)[O-])c1ccc(Cl)cc1	109	99	104	102	121	109	110	108
CCOC(=O)/C=C1\C(CO)OC(n2cnc3c(N)ncnc32)C1O[Si](C)(C)C(C)(C)C (centres undefined)	94	74	75	79	111	67	107	80
CC(C)CN(CC(C)C)c1nn[nH]n1	98	104	99	104	124	110	110	102
CCOC(=O)C(CC/C=N/Nc1ccccc1)(NC(C)=O)C(=O)OCC	102	102	98	98	110	117	122	106
CCCN1[C@@H]2CC[C@H]1/C(=C\c1ccc(OC)cc1OC)C(=O)/C2=C/c1ccc(OC)cc1OC	70	33	42	30	70	53	62	64
CC(=O)OC1CCC2(C)C3=CCC4(C)C(C(C)=O)=CCC4C3CCC2C1 (centres undefined)	108	89	83	100	109	83	76	102
Cc1cc(C)c(-c2c(C)cc(C)cc2CBr)c(CBr)c1	94	53	78	70	87	77	87	79
COc1ccc(-c2[nH]ncc2/C=C/c2cc(C(F)(F)F)[nH]c(=O)n2)cc1	83	87	94	76	114	98	106	80
CC(=O)Nc1ccc(OC(=O)c2ccccc2O)cc1	147	100	109	100	120	99	99	113
c1ccc2sc(SSN3CC4CCC(CC4)C3)nc2c1	124	92	98	96	132	108	93	126
C=CCNS(=O)(=O)Cc1cc(-c2ccccc2)no1	108	102	101	104	107	105	103	109
O[C@@H]1Cc2cc(Cl)ccc2N[C@H](c2cccs2)C1	122	100	99	107	115	93	x	106

6 successive compounds out of the list so far, for reference:
compound	SK-MEL-2	LOX IMVI	SK-MEL-5	T-47D	SK-MEL-28	MDA-MB-435	HS 578T	BT-549
C[C@@H]1CC[C@]23COC(=O)[C@@]1(CCc1ccoc1)[C@H]2CC[C@@H]1O[C@@]13C	98	97	100	x	106	101	100	114
CN(C)c1ccc2oc(=O)c3ccccc3c2c1	106	89	95	96	113	109	x	40
Cc1ccc(S(=O)(=O)NCCNc2nc(Nc3ccc(N4CCN(C)CC4)cc3)nc3ccsc23)cc1	115	98	96	102	103	109	89	114
CN=C(NC)N/N=C(C)\C=N\NC(=NC)NC	117	109	x	109	110	104	102	110
C#COc1cccc(Nc2ncnc3cc(NC(=O)[C@H](C)Cl)ccc23)c1	9.6*[6.25 µM]	5.5*[6.25 µM]	9.1*[6.25 µM]	6.8*[6.25 µM]	29[6.25 µM]	-25*[6.25 µM]	25[6.25 µM]	9.9*[6.25 µM]
CC(C)(C)n1cc(-c2ccnc(NCCNS(=O)(=O)c3ccc(F)cc3)c2)c(-c2cccc(O)c2)n1	66	31	19	24	52	65	60	x

(cont.)
compound	SK-MEL-2	LOX IMVI	SK-MEL-5	T-47D	SK-MEL-28	MDA-MB-435	HS 578T	BT-549
CS(=O)(=O)Nc1cc(-c2ccc3ncnc(Nc4ccc(OCc5ccccn5)c(Cl)c4)c3c2)cnc1Cl	-65*	-20*	-81*	-25*	8.3*	7.3*	-20*	-3.2*
Nc1nc(-c2ccncc2)nn1-c1nc2ccccc2s1	106	103	102	94	105	99	102	96
COc1ccccc1Nc1nc(-c2cccnc2)nc2sc3c(c12)CCCCCC3	115	99	99	109	100	102	113	116
O=C(CCl)c1ccc2c(c1)[nH]c1ccccc12	84	x	88	97	107	96	129	85
Cc1cc(C)nc(NS(=O)(=O)c2ccc(Nc3nc4nc(=S)[nH]c(-c5ccc(O)cc5)c4c(=O)[nH]3)cc2)n1	81	90	98	79	88	95	91	100
O=c1c2ccccc2nc(-c2ccccc2)n1/N=C/c1ccc2ccccc2c1	116	x	38	56	62	55	x	52
Clc1ccc(-c2noc(CSc3nc4ccccc4s3)n2)cc1	100	97	101	96	110	102	99	99
CCOc1ccc(C)cc1N	102	97	98	105	113	105	110	x
CCNc1nc(-c2ccc(Cl)c(OC)c2)c(-c2ccnc(NCCNS(=O)(=O)c3ccccc3)n2)s1	18	48	41	63	56	31	75	51
COC(=O)CCCNc1c(-c2c(O)c(O)cc3c(O)c(-c4c(C)cc5c(-c6nc7ccccn7c6NCCCC(=O)OC)c(O)c(O)cc5c4O)c(C)cc23)nc2ccccn12	60	18	76	26	40	21	34	16
O=C1COc2ccccc2C(=O)N1CCCCNc1ccc(S(=O)(=O)Nc2ncccn2)cc1	107	100	100	58	112	110	101	72
COc1ccc(/C=N/NC(=O)c2ccncc2)c(OC)c1OC	103	104	101	98	108	103	106	113
Cc1cc(-c2nc3ccccc3s2)c(=O)n(NS(=O)(=O)c2ccc(Cl)cc2)c1C	108	94	97	101	100	102	87	103
COc1cccc(NC(=O)Nc2ccc(Oc3ncnc4[nH]c(C)c(C)c34)cc2)c1	100	-55*	88	95	103	100	85	100
Cc1ccc2nc(N3C(=O)CSC3=S)sc2c1	96	101	103	102	104	101	105	102
COc1cc(C2=NN(C(C)=O)C(c3cn(S(=O)(=O)c4cccc5cccnc45)c4ccccc34)O2)cc(OC)c1OC (centres undefined)	106	88	91	59	124	94	97	85
COc1ccc(-c2ccccc2)cc1	97	102	96	101	126	111	108	104
COc1ccc(C(=O)CSc2nccc(Nc3cccc(C(C)=O)c3)n2)cc1	99	77	77	55	98	85	81	73
O=C(O)c1cc(Cl)cc(Cl)c1O	114	98	112	100	107	110	106	106
OCC[P+](c1ccccc1)(c1ccccc1)c1ccccc1	84	81	99	70	100	84	108	102
CCNC(=O)C(O)C(Cc1ccccc1)NC(=O)c1[nH]c2ccccc2c(=O)c1C (centres undefined)	112	97	100	102	101	100	106	x
NS(=O)(=O)c1ccc(N2C(=O)/C(=C/c3coc4ccccc4c3=O)N=C2c2ccc(Cl)cc2)cc1	x	x	x	91	115	95	96	94
COc1ccc(-n2cnc3c2NC(=O)CC3c2ccc3c(c2)OCO3)cc1 (centres undefined)	104	106	x	102	100	101	104	121
COc1ccc(/C=C/c2nc(Nc3ccc(S(=O)(=O)N=C(N)N)cc3)c3ccccc3n2)cc1	89	77	94	82	110	93	93	102
C=CC(=O)NC(C)(C)C	x	107	118	99	114	111	x	x

Next compounds:
compound	SK-MEL-2	LOX IMVI	SK-MEL-5	T-47D	SK-MEL-28	MDA-MB-435	HS 578T	BT-549
O=C1C=CC(=O)N1c1cccc2c(N3C(=O)C=CC3=O)cccc12	99	91	101	47	111	114	110	93
CC1CC(c2ccc(N(C)C)cc2)=NN1c1nc(O)c(C2=c3cc(Br)ccc3=NC2=O)s1 (centres undefined)	99	-46*	73	67	110	102	70	85
Cc1ccc(NC(=O)c2ccco2)c(C)c1	108	104	99	x	99	99	82	x
COc1ccc(/C=C2\Oc3cc(OCCN4CCCCC4)ccc3C2=O)cc1	111	88	100	92	102	99	x	93
CCCCCCCCCCCCNC(=S)N/N=C/c1ccc(O)c(OCC)c1	102	99	98	78	105	96	116	130
COc1ccc(-c2nnc(SCC(=O)N3CCN(c4cc5c(cc4F)c(=O)c(C(=O)O)cn5C4CC4)CC3)n2-c2ccccc2)cc1	71	53	63	48	59	82	76	39
CCC(=O)Nc1ccc(-c2nc(-c3cccc(OCCN4CCOCC4)c3)c(-c3ccnc(Br)c3)[nH]2)cc1	83	78	84	62	86	x	62	95
CCn1cc(-c2ccnc(NCCCNS(=O)(=O)c3ccccc3)c2)c(-c2cccc(O)c2)n1	111	97	87	73	95	89	92	104
Nc1nc(=O)n(C2CCCCO2)cc1Br (centres undefined)	101	99	109	106	105	108	115	112
CCCCCN(CCCCC)C(C)C(O)c1ccc2cc(Br)c3ccccc3c2c1 (centres undefined)	95	93	103	89	102	108	97	106
COc1cc2c3c(c1)nc(C)n3CCC2	100	93	97	96	106	100	105	94
Cc1ccc([C@@H]2C[C@@H]3Cc4cc(Cl)ccc4N2O3)o1	121	111	109	93	110	97	x	71
CCNS(=O)(=O)NCC	121	104	99	101	112	100	102	120
O=[P@@]1(c2ccccc2)O[C@H](COCc2ccccc2)[C@@H](OCc2ccccc2)[C@H](OCc2ccccc2)[C@H]1NCc1ccccc1	30	5.7*	38	16	49	9.7*	50	4.4*
CSc1nc(-c2cccc(N)c2)c(C#N)c(=O)n1C	108	102	100	91	108	99	105	103
C/C(=N\NC(=S)Nc1ccccc1)c1cc2ccccc2oc1=O	x	96	98	101	101	104	98	107
Cc1ccc(-c2cc(C(=O)N=Nc3c(O)[nH]c4ccccc34)c3ccccc3n2)cc1	101	-40*	37	44	59	5.7*	12	35
CN1CCN(CN2N=C3c4ccsc4CCCC3CC2=O)CC1 (centres undefined)	106	97	98	96	112	104	91	109
COc1ccc(-c2nc3sccn3c2-c2ccnc(NCCCNS(=O)(=O)c3ccccc3)n2)cc1	85	37	51	43	84	40	79	68
CCCc1cc(=O)[nH]c2nncn12	100	97	103	88	113	106	133	83
O=C(/C=C/Nc1ccc(S(=O)(=O)Nc2cnc3ccccc3n2)cc1)c1cc2cc(Br)ccc2oc1=O	107	92	101	90	105	122	91	94
CC(=O)c1sc2nc(-c3cnccn3)cc(-c3cccs3)c2c1N	106	90	99	94	104	99	109	106
O=c1ccccn1-c1ccc(C2=NCCO2)cc1	105	101	107	98	104	101	93	108
O=C1/C(=C\c2ccc(Br)cc2)CN(C(=O)c2ccccc2F)C/C1=C\c1ccc(Br)cc1	66	-85*	30	53	15	-45*	24	-0.6*
CCOC(=O)CCCn1c(-c2ccccc2)cc(-c2ccccc2)c(C#N)c1=O	95	85	93	94	89	50	68	94

Later entries:
compound	SK-MEL-2	LOX IMVI	SK-MEL-5	T-47D	SK-MEL-28	MDA-MB-435	HS 578T	BT-549
CN(C)CCC(=O)c1c[nH]c2ccccc12	105	103	113	84	115	107	106	121
N#CC(c1ccccc1)C(C#N)c1ccccc1 (centres undefined)	159	103	101	116	113	100	104	106
O=c1[nH]cncc1F	106	102	102	101	114	108	128	111
CCCCOC(=O)C(=O)OCCCC	138	107	101	109	104	107	106	112
CC[N+](C)(CC)CC[N+]1(C)CCCCCCC1	112	99	103	99	112	101	114	109
CN1c2ccncc2Sc2ccncc21	108	84	90	98	112	108	64	104
CN(C)c1nc(-c2cccs2)n2nc(-c3ccc(Cl)cc3)cc2n1	67	26	64	31	79	63	-2.5*	69
O=[N+]([O-])c1ccccc1CN1CCCCC1	100	97	105	115	117	109	118	98
O=C1NNC(=NCC(=O)n2ccc3ccccc32)Nc2ccccc21	91	93	96	91	105	102	x	96
COC(=O)c1c[nH]c2ccc3ccccc3c(=O)c12	113	84	97	72	139	98	78	96
CCOC(=O)c1cc(C(=O)c2ccc(OC)c(OC)c2)n2ccc3ccccc3c12	98	93	98	93	103	101	87	89
CCOC(=O)C1=C(C(=O)c2ccccc2)C(c2ccc(Cl)cc2Cl)C(C(=O)c2ccccc2)=C(C(=O)OCC)N1	107	99	97	x	97	99	87	104
COc1cccc2c1C(=O)c1c(O)c3c(c(O)c1C2=O)C[C@@](O)(/C(C)=N/NC(=O)c1cccc([N+](=O)[O-])c1)C[C@@H]3OC1CC(N)C(O)C(C)O1 (some centres undefined)	-74*	-33*	-100*	-29*	-67*	-34*	-12*	-15*
NNc1nc2nc(-c3ccc(Cl)cc3)cc(-c3ccc(F)cc3)c2c(=O)[nH]1	99	96	93	76	115	102	101	96
CCS(=O)(=O)C1C(=O)N(C)C(S(=O)(=O)CC)C(=O)N1C (centres undefined)	x	92	99	93	110	102	101	95
NC(=N\N=C/c1cccc([N+](=O)[O-])c1)/C(N)=N\N=C/c1cccc([N+](=O)[O-])c1	75	82	58	4.8*	78	73	-12*	-15*

Full records, looked up by structure:
CC[N+](C)(CC)CC[N+]1(C)CCCCCCC1 is entered as SK-MEL-2 = 112; LOX IMVI = 99; SK-MEL-5 = 103; T-47D = 99; SK-MEL-28 = 112; MDA-MB-435 = 101; HS 578T = 114; BT-549 = 109
COC(=O)c1c[nH]c2ccc3ccccc3c(=O)c12 is entered as SK-MEL-2 = 113; LOX IMVI = 84; SK-MEL-5 = 97; T-47D = 72; SK-MEL-28 = 139; MDA-MB-435 = 98; HS 578T = 78; BT-549 = 96
